INS promoter inh: TRM-6 insulin promoter activity inhibition. TRM-6 cells (human fetal islet line), insulin promoter-eGFP reporter, imaging; reporter expression induced with tamoxifen. inhibition, % at 2 µM. 0.9% of 130,000 active. AID 1273;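 active = inhibition above the mean plus 3 SD, with well images judged a real hit on visual review, cut at about 60% in these data, passing the limit was not always enough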
sdo1 growth: restores growth of sdo1-depleted yeast; S. cerevisiae sdo1-depleted JHY4D growth rescue, OD600 30 h; hits give high values; pdr5 snq2 efflux-pump mutant strain; z-score at 10 µM; 0.21% of 140,000 active;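 active = z-score above 3 at both the 24 hr and the 30 hr optical density reads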;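 also: z-score against mean and SD of all compound wells on the same plate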
sdo1 growth Rescue 24 h: second read-out of sdo1 growth, no call of its own (marks repeat the call); z-score; S. cerevisiae sdo1-depleted JHY4D growth rescue, OD600; measured here: growth rescue at 24 h;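 0 is the plate mean of compound wells and units are plate SD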
The depositor's hits bear a star; · = no result given. An excerpt. The share of hits here may be higher or lower than overall.

INS promoter inh	sdo1 growth	SMILES	sdo1 growth Rescue 24 h
39	·	COc1ccccc1NC(=S)N1CCC(NC(=O)c2ccco2)CC1	·
19	·	O=C(NCc1cccnc1)c1ccc([N+](=O)[O-])cc1	·
-10	-1.1	O=C(Nc1cc(Cl)cc(Cl)c1)C(c1ccccc1)N1CCCCC1 (stereo not given)	-0.41
-19	-1.2	CCOc1ccc(NC(=O)CC(c2ccccc2)c2ccc(F)cc2)cc1 (stereo not given)	-0.3
25	-0.3	CCN(CC)c1ccc(NC(=O)c2cccnc2)cc1	-0.45
-57	0.36	Cc1cc(C)cc(N(C(=O)CNC(=O)c2cccs2)C(C(=O)NC2CCCC2)c2cccnc2)c1 (stereo not given)	0.08
13	0	C[C@]12CCC(=O)C=C1CC[C@@H]1[C@@H]2C(=O)C[C@@]2(C)[C@H]1CC[C@]2(O)C(=O)CO	0.11
·	-0.05	COc1ccc(S(=O)(=O)N[C@H](C(=O)O)C(C)C)cc1	-0.68
-294	-0.25	N#Cc1nc(COc2ccc(F)cc2)oc1N1CCC(Cc2ccccc2)CC1	-0.57
58	-0.55	CCOc1ccc(NC(=O)c2nnn(CC(=O)Nc3ccccc3OCC)c2N)cc1	-0.76
-45	0.43	COc1cc(N(C)C)c(NC(C)=O)cc1C(=O)O	-0.25
·	0.8	Cc1nc(C)c(C(=O)C2=C(O)C(=O)N(CCN(C)C)C2c2ccccc2)s1 (stereo not given)	0.59

(next part)
INS promoter inh	sdo1 growth	SMILES	sdo1 growth Rescue 24 h
-21	·	Cc1c(CNCCCc2ccccc2)c(C(=O)O)c(C)n1Cc1ccccc1	·
26	-1.7	Cc1cccc(-n2c(SCC(N)=O)nc3c(c2=O)C2(CCCC2)Cc2ccccc2-3)c1	-0.52
-59	-0.3	Clc1cccc(OCCN2CCOCC2)c1	0.02
-22	-0.66	O=C1C(Cc2cccc([N+](=O)[O-])c2)SC(=Nc2ccccc2)N1c1ccccc1 (stereo not given)	-0.79
18	·	c1ccc(OCc2cc(-c3ccccc3)no2)cc1	·
-38	·	Cc1ccc(C2C(C#N)=C(N)Oc3n[nH]c(-c4cccnc4)c32)o1 (stereo not given)	·
0	1	COc1cccc(C(=O)NN/C(C)=C/C(=O)C(F)(F)C(F)(F)C(F)(F)F)c1	1.1
39	0	CC1CCN(CC(=O)NCc2ccccc2)CC1	-0.07
-185	-1.1	Cc1ccc(S(=O)(=O)/N=C2/C=C(Sc3ncn[nH]3)C(=O)c3ccccc32)c(C)c1	-0.16
17	0.28	COc1ccc(S(=O)(=O)N2CCC(N3CCCCC3)CC2)cc1	0.04
-50	-0.88	O=C(C1CC1)N1CCC(c2nc(-c3ccc(S(=O)(=O)NCC4CCCO4)cc3)no2)CC1 (stereo not given)	-0.82
·	0.94	CSCCC(=O)Nc1ccc(C(C)=O)cc1	1.4

Following part
INS promoter inh	sdo1 growth	SMILES	sdo1 growth Rescue 24 h
·	-0.28	COC(=O)/C(=N/Nc1ccccc1C)N1CCCc2ccccc21	-0.86
·	-1.5	CC(/C=N/Nc1nc2ccccc2[nH]1)=C\c1ccccc1	-1.3
48	-0.45	CC(C)C(=O)Nc1cccc(C(=O)N2CCCCC2C)c1 (stereo not given)	-0.96
·	-1.5	Nn1c(SCC(=O)N2CCCc3ccccc32)nnc1-c1ccc(Cl)cc1	-1.7
0	0.1	O=C(COC(=O)/C=C/c1cccs1)Nc1nc(-c2ccccc2)cs1	0.21
-59	-0.72	O=C(CSc1ccc2ccccc2n1)c1ccc2c(c1)OCO2	-0.56
·	0.36	COCc1cc(CN2CCCC2)c(O)c2ncccc12	1
3	0.62	COC(=O)c1ccccc1NC(=S)NC(NC(=O)COc1ccccc1)C(Cl)(Cl)Cl (stereo not given)	2.4
14	0.98	CCCCCNC(=O)c1ccc2c(=O)[nH]c3c(C(=O)NCC4CCCO4)sc(=S)n3c2c1 (stereo not given)	1.3
25	-0.01	Cc1cccc(C)c1N(CC(=O)NN=C1CCCCCC1)S(C)(=O)=O	-1.3
6	·	COc1cccc(/C(=N/O)C2CC2c2ccc(Cl)cc2)c1 (stereo not given)	·
14	·	Cn1c(=O)c2c(nc(CO)n2C)n(C)c1=O	·

Continued.
INS promoter inh	sdo1 growth	SMILES	sdo1 growth Rescue 24 h
·	0.43	CCOC(=O)n1ccc(C(=O)Nc2ccccc2F)n1	0.59
·	0.44	COc1ccc(CC(=O)NCC(=O)N/N=C/c2ccco2)cc1	-0.25
56	0.75	Cn1c(=O)[nH]c(=O)c2c1nc(N1CCCCCC1)n2CC(N)=O	0.48
·	-0.42	CCCCOC(=O)Oc1ccc2c(=O)c(Oc3cccc(C)c3)coc2c1	-1.1
-43	1.1	C=CCNS(=O)(=O)c1cccc(C(C)=O)c1	0.91
·	0.02	C=CCn1c(SCC(=O)N2CCN(c3ccc(F)cc3)CC2)nnc1-c1cccs1	-0.06
·	0.2	CCN(CC)C(=O)c1sc(NC(=O)c2ccc(C)c([N+](=O)[O-])c2)c(C#N)c1C	2.9
11	-1.3	O=[N+]([O-])c1cccc(/C=N\N=C2c3ccccc3-c3ccccc32)c1O	-1.1
30	·	CCOC(=O)c1sc(NC(=O)CSc2nc(-c3ccco3)cc(C(F)(F)F)n2)c(C(=O)OC(C)C)c1C	·
29	·	OCCN1CCN(C(=S)Nc2ccc(SC(F)F)cc2)CC1	·
-2	0.85	COc1nc(N=C(N)N)nc2c(C)cccc12	-0.37
·	0.88	CC(OC(=O)c1ccco1)C(=O)NC1CCCCC1 (stereo not given)	1.1

Remaining list, next part
INS promoter inh	sdo1 growth	SMILES	sdo1 growth Rescue 24 h
-16	1.1	CC(=O)N(C)c1ccc(NC(=O)c2cnn(C)c2)cc1	0.62
20	1.8	Cc1cc(=O)oc2ccc(OC(C)C(=O)O)cc12 (stereo not given)	0.44
13	1.4	O=C(O)/C=C/C(=O)Nc1ccccc1C(=O)Nc1ccccc1	0.85
49	-0.77	Cc1ccc2c(N)c(C#N)sc2n1	-1.2
-14	·	Cc1cc(C(=O)CN2C(=O)NC(CC(C)C)C2=O)c(C)n1-c1ccccc1F (stereo not given)	·
-8	-0.76	CCOC(=O)c1c(C)nc2sc3c(=O)n(-c4ccc(C(C)=O)cc4)nnc3c2c1-c1ccc(OC)cc1	-0.25
33	2.6	O=C(O)c1ccc(CS(=O)(=O)Cc2ccccc2F)o1	2
31	0.28	Cc1c(C(=O)N(C)C)sc(NC(=O)c2cccc([N+](=O)[O-])c2)c1C#N	-0.04
-64	0.23	CCCc1nnc(NC(=O)Cn2c(=O)oc3cc(Br)ccc32)s1	-0.01
6	-0.17	CCC1(C)OC(=O)NN(c2ccc(C)cc2)C1(C)O (stereo not given)	-0.74
0	-1.3	O=S(=O)(c1cccs1)N1CN(Cc2cccs2)c2nc3ccccc3nc21	-0.85
54	-0.18	CC1CCN(C(=O)CCCC(=O)O)CC1	-1.4

(further entries)
INS promoter inh	sdo1 growth	SMILES	sdo1 growth Rescue 24 h
6	-0.74	O=C1C2C3c4ccccc4C(c4ccccc43)C2C(=O)N1c1cccnc1 (stereo not given)	-1.5
48	-0.77	Cn1nc(-c2ccccc2)c(C#N)c1Sc1cccc(Cl)c1	-0.14
-7	·	COc1ccc(C)cc1N(CC(=O)N/N=C/c1ccc2c(c1)OCO2)S(C)(=O)=O	·
-45	·	O=C(CN1C(=O)/C(=C\c2cccc(Cl)c2)Oc2ccccc21)N1CCN(c2ccccn2)CC1	·
6	0.41	O=S(=O)(NCCOCCNS(=O)(=O)c1ccccc1)c1ccccc1	0.03
-22	0.74	C=C(C)c1cccc(C(C)(C)NC(=O)N2CCN(C)CC2)c1	0.47
7	1.1	COc1ccc(NC(=O)[C@@H](NC(=O)c2ccccc2)C(C)C)cc1S(=O)(=O)N1CCCCC1	1.1
33	-0.52	Cc1cc(C)cc(NC(=O)CN(C)S(=O)(=O)c2cnc[nH]2)c1	-1.2
·	-1.5	CCC(=O)Nc1ccc(C(=O)CSc2nnc(-c3ccccc3F)n2C2CC2)cc1	-1.2
-7	·	NC(=O)C1(N2CCCCC2)CCN(C(=S)NCCc2ccccc2)CC1	·
27	4.7*	O=C(NCc1ccco1)c1ccc(Br)c(S(=O)(=O)N2CCCCC2)c1	5.6*
-27	-0.25	O=C(CSc1ccc2ccccc2c1)NC1CCCc2ccccc21 (stereo not given)	0.32

(more compounds)
INS promoter inh	sdo1 growth	SMILES	sdo1 growth Rescue 24 h
·	0.11	Cc1ccc(C)c(NC(=O)CCCCCCCCCCC2COCCO2)c1 (stereo not given)	0.8
·	-0.45	CCOC(=O)CN/C=C(\C#N)c1ccccc1	-1
-14	-0.09	Cc1ccccc1NC(=O)C(C#N)Cc1cccnc1 (stereo not given)	-1.2
-356	-2	O=C(Nc1ccc(Cl)cc1C(=O)Nc1ccc(Br)cn1)c1ccco1	-1.3
·	-0.5	Cc1cc(C)n2cc(CSc3nnc(N)s3)nc2n1	-0.12
-67	-0.8	c1ccc2c(c1)ncn2-c1ccc(-c2ccnc(-c3ccncc3)n2)cc1	4.2
-49	0.61	COc1cccc(-c2nc(OC(C)C)c3ccccc3n2)c1	0.35
13	-0.23	Cc1nc2ccc(S(=O)(=O)c3ccc4nc(C)[nH]c4c3)cc2[nH]1	-0.13
57	·	O=C(COC(=O)COc1ccccc1)Nc1cccc([N+](=O)[O-])c1	·
-80	·	COc1ccc(OC)c(-c2nc(CN(C)C(C)c3ccncn3)c(C)o2)c1 (stereo not given)	·
-119	-2.3	O=[N+]([O-])c1cc(-c2ncccn2)c([N+](=O)[O-])s1	-1.9
-3	1.8	O=C(CN1CCN(Cc2ccccc2)CC1)c1ccccc1	2.2

Next section
INS promoter inh	sdo1 growth	SMILES	sdo1 growth Rescue 24 h
-10	-1.4	Cc1cccc(-c2cc3nc(C)cc(N4CC(C)CC(C)C4)n3n2)c1 (stereo not given)	-0.44
3	-0.41	Cc1ccc(N2C(=O)/C(=C\c3ccco3)SC2=S)cc1	1.1
-24	-0.17	CC(=O)Nc1ccc(S(=O)(=O)N2CCc3ccccc3C2)cc1	0.1
33	·	CCCn1c(SCC(=O)NC(=O)NC(C)(C)C)n[nH]c1=O	·
15	1.9	CC1(C)CC(CCC(=O)Nc2ccccc2Cl)C(=O)O1 (stereo not given)	1.2
-8	·	CCN(CC)C(=O)N1CCN(Cc2ccc3c(c2)OCO3)CC1	·
13	-0.21	COc1ccc(CCN=C(N)NS(=O)(=O)c2ccc3ccccc3c2)cc1	-0.56
·	-0.18	CCc1nc2sc3c(=O)n(N)cnc3c2c2c1COC(C)(C)C2	-1.3
29	-0.84	CCCc1nc2ccccc2c(C(=O)OCC(=O)Nc2ccc(S(=O)(=O)N3CCOCC3)cc2)c1CC	-1.1
8	·	Cc1nn(C)cc1-c1csc(N)n1	·
-80	0.6	COC(=O)c1ccc(CNC(=O)c2c3c(nc4ccccc24)CCN(Cc2ccccc2)C3)cc1	1.2
-25	0.82	CCOCCCNS(=O)(=O)c1ccc2c(c1)CCN2C(=O)CC	-0.09

Part of the list above, with tabs.
compound	INS promoter inh	sdo1 growth	sdo1 growth Rescue 24 h
O=C(COC(=O)COc1ccccc1)Nc1cccc([N+](=O)[O-])c1	57	·	·
COc1ccc(OC)c(-c2nc(CN(C)C(C)c3ccncn3)c(C)o2)c1 (stereo not given)	-80	·	·
O=[N+]([O-])c1cc(-c2ncccn2)c([N+](=O)[O-])s1	-119	-2.3	-1.9
O=C(CN1CCN(Cc2ccccc2)CC1)c1ccccc1	-3	1.8	2.2
Cc1cccc(-c2cc3nc(C)cc(N4CC(C)CC(C)C4)n3n2)c1 (stereo not given)	-10	-1.4	-0.44
Cc1ccc(N2C(=O)/C(=C\c3ccco3)SC2=S)cc1	3	-0.41	1.1
CC(=O)Nc1ccc(S(=O)(=O)N2CCc3ccccc3C2)cc1	-24	-0.17	0.1
CCCn1c(SCC(=O)NC(=O)NC(C)(C)C)n[nH]c1=O	33	·	·
CC1(C)CC(CCC(=O)Nc2ccccc2Cl)C(=O)O1 (stereo not given)	15	1.9	1.2
CCN(CC)C(=O)N1CCN(Cc2ccc3c(c2)OCO3)CC1	-8	·	·
COc1ccc(CCN=C(N)NS(=O)(=O)c2ccc3ccccc3c2)cc1	13	-0.21	-0.56
CCc1nc2sc3c(=O)n(N)cnc3c2c2c1COC(C)(C)C2	·	-0.18	-1.3
CCCc1nc2ccccc2c(C(=O)OCC(=O)Nc2ccc(S(=O)(=O)N3CCOCC3)cc2)c1CC	29	-0.84	-1.1
Cc1nn(C)cc1-c1csc(N)n1	8	·	·
COC(=O)c1ccc(CNC(=O)c2c3c(nc4ccccc24)CCN(Cc2ccccc2)C3)cc1	-80	0.6	1.2
CCOCCCNS(=O)(=O)c1ccc2c(c1)CCN2C(=O)CC	-25	0.82	-0.09

Other compounds follow:
INS promoter inh	sdo1 growth	SMILES	sdo1 growth Rescue 24 h
·	-0.13	COc1ccc(-n2c(C)cc(C(=O)CSc3nnc(-c4cccs4)o3)c2C)cc1	-0.44
-21	1.1	COc1ccc(N2C(=O)CN=C2Nc2nc(C)cc(C)n2)cc1OC	2.5
30	-0.16	O=C(COC(=O)c1ccccc1NC(=O)c1ccco1)Nc1ncc(Cl)cc1Cl	0.35
-12	-0.12	O=S(=O)(NCCc1ccccc1)c1ccc(Cl)nc1	-0.12
·	0.01	CC1(C)S/C(=N/N=C/c2cccs2)NC1=O	-0.06
·	1.7	CC(=O)Nc1ccc(NC(=O)c2ccccc2C)cc1	2.4
-7	2	CC(C)(C)C1CCC(C(=O)OCC(=O)N2CCOCC2)CC1 (stereo not given)	1.6
-8	-0.72	Cc1cc(C(=O)COC(=O)c2ccc3c(c2)NC(=O)CS3)c(C)n1CC1CCCO1 (stereo not given)	-0.32
-46	·	COc1ccc(CCNC(=O)CSc2nc3[nH]ncc3c(=O)n2-c2ccc(Cl)cc2Cl)cc1OC	·
-70	0.1	Cc1nc2c(-c3ccccc3)c(C)nn2c(C)c1CCC(=O)NCc1ccco1	0.18

Assay outcomes from PubChem.
